# Screening data from PubChem.
# DDE Tn6 FP inh = DD(E)-Tn6 binding inhibition, primary FP screen; 0.21% of 370,000 active; inhibition, % at 8.3 µM; P02675; Fibrin DD(E) TRITC-Tn6 fluorescence polarization displacement;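 active = inhibition above a per-campaign cutoff: mean of compounds within control limits plus 3 SD, cut at about 15% in these data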;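 note: 0% = median of all compound wells on the plate and 100% = blocking peptide control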
# Target sequence (P02675 whole entry, looked up): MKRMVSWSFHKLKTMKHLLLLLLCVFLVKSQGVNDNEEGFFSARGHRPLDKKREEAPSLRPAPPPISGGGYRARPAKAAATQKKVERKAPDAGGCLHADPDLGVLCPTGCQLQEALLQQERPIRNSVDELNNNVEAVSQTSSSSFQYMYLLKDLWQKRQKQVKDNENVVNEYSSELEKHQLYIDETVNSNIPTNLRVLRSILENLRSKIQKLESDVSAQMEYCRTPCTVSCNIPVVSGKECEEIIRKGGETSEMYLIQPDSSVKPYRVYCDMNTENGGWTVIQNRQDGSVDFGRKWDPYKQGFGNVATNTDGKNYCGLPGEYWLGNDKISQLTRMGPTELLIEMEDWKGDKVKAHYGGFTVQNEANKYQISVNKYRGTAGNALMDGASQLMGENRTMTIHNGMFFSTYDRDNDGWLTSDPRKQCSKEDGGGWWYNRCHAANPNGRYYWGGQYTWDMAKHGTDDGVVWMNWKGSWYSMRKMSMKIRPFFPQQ
# PLCg1 inh = PLC-gamma1 (human) inhibition, primary screen; P19174; purified PLC-gamma1, fluorogenic substrate, fluorescence; inhibition, % at 12.2 µM; 0.84% of 370,000 active; AID 720700; in the data active = inhibition above about 9.5%
# ASAP1 GAP inh = inhibitors of human ASAP1 ArfGAP activity | ASAP1-stimulated ARF1 GTP hydrolysis, GDP FP detection | Q9ULH1 | 0.19% of 360,000 active | inhibition, % at 16.5 µM; in the data active = inhibition above about 25%;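 note: 0% = vehicle with enzyme and substrate and 100% = no enzyme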
# TDP2 inh = TDP2 (human) inhibition, absorbance primary screen; recombinant TDP2, T5PNP hydrolysis, p-nitrophenol absorbance 415 nm; inhibition, % at 12.8 µM; 0.34% of 370,000 active;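 active = inhibition above the mean of all tested compounds plus 3 SD, set per campaign, cut at about 25% in these data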;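 note: 0% = DMSO with enzyme and 100% = buffer with substrate but no TDP2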
# Target sequence (O95551 whole entry, looked up): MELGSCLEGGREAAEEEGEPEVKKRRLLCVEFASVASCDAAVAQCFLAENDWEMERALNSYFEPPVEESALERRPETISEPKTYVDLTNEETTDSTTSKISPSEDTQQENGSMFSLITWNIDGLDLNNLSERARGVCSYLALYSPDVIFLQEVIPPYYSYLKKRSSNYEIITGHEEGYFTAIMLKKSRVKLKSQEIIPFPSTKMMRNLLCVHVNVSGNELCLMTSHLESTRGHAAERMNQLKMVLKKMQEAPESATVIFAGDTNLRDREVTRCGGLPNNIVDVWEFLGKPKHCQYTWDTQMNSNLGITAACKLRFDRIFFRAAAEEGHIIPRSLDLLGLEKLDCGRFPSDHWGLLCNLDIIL
#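 System – recombinant human TDP2 · Amount – 120 nM TDP2 per well · Buffer or medium – Mg2+-containing Tris-HCl buffer, pH 7.5 · Reagent – T5PNP substrate, 5 mM · Dosing – 12.8 µM single point, 1% DMSO · Incubation – 2 h at 37 °C · Measured by – epi absorbance · Read-out basis – percent inhibition · Benchmarks – high control without enzyme, low control DMSO plus TDP2 · Repeats – singlicate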
# ADAM17 inh = ADAM17 inhibition, QFRET primary screen; P78536; recombinant ADAM17, EDANS/DABCYL FRET peptide cleavage; inhibition, % at 6.95 µM; 0.83% of 370,000 active; AID 720648;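 active = inhibition above the mean of compounds lying between control limits plus 3 SD, set per campaign, cut at about 8.5% in these data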;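 note: 0% = DMSO-only wells as the low control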
# LEDGF integ inh = blocks HIV-1 LEDGF/p75-dependent DNA integration; TR-FRET IN-LEDGF/p75 DNA integration, Eu/Cy5; inhibition, % at 3.7 µM; 0.64% of 370,000 active; AID 743269;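 active = inhibition above the screen-wide mean plus 3 SD, cut at about 13% in these data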;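 note: signal is the Cy5 over europium emission ratio at 671 and 618 nm; 0% = plate median of compound wells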
# Tn7 DDE FP = inhibitors of Tn7 peptide binding to human fibrin DD(E). FP displacement of FITC-Tn7 peptide from fibrin DD(E); 0% = median of compound wells per plate. inhibition, % at 8.3 µM. 0.13% of 370,000 active;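 active = inhibition above the mean of compounds falling within the control limits plus 3 SD of them, cut at about 14% in these data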;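 note: 0% = plate median of compound wells and 100% = 10 µM Aha-Tn7 peptide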
#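 system = human fibrin DD(E) protein | quantity = DD(E) 2 µM final | medium = Tris/NaCl/CaCl2 buffer, pH 7.8 | also added = labelled Tn7 tracer, 0.1 µM | compound dosing = single point at 8.3 µM | timing = compound with protein 10 min, then 3 h after probe, room temperature | signal = FP measurement | benchmarks = Aha-Tn7 high control | repeats = one replicate per compound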
# ADAM10 inh = ADAM10 inhibition, QFRET primary screen. recombinant ADAM10, EDANS/DABCYL FRET peptide cleavage, 3 h. inhibition, % at 7 µM. 0.62% of 370,000 active. AID 720582;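 active = inhibition above a per-campaign cutoff equal to the mean of compounds falling between control-based bounds plus 3 SD, cut at about 20% in these data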;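 note: 0% = DMSO wells while the 100% control is not disclosed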
# proKLK7 act = proKLK7 (human) activation, primary screen | purified proKLK7, EDANS-DABCYL substrate fluorescence; 100% is mature enzyme control, 0% vehicle | activation, % at 7 µM | 0.9% of 370,000 active | AID 652039;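 active = activation above the mean of all tested compounds plus 3 SD, computed per campaign excluding outliers beyond control limits, cut at about 13% in these data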
# Target sequence (P49862 whole entry, looked up): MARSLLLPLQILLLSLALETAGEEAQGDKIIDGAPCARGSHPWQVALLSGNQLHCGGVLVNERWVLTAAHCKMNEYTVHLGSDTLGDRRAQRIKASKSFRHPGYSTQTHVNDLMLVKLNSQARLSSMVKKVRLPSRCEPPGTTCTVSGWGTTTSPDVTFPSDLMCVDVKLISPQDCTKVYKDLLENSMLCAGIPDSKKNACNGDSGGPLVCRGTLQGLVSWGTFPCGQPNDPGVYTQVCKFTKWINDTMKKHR
# ARFGAP1 inh = rat ARFGAP1 inhibition. inhibition, % at 16.5 µM. 0.26% of 360,000 active. AID 651572. Q62848. Arfgap1-stimulated ARF1 GTP hydrolysis, GDP FP detection;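 active = inhibition above a per-plate limit, mean inhibition of low control wells plus 3 SD, cut at about 25% in these data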;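 note: 0% = DMSO wells with enzyme and 100% = wells lacking Arfgap1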
#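 Assay system: purified rat His6-Arfgap1 residues 1-136 (GAP domain); Reagent: human Δ17 ARF1 bound to GTP; Dosing: 16.5 µM single point, 1.26% DMSO; Times: GTP hydrolysis reaction 2 h at 25 °C; Signal: FP, GDP Alexa 633 tracer displaced from anti-GDP antibody, 620/688 nm; Measure: % inhibition from polarization.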
# Starred values were filed as active, the others as inactive; nt = not tested or not shown.
1. COCCNC(=O)Cn1cnc2sc(C)c(S(=O)(=O)N3CCN(c4ccccc4OC)CC3)c2c1=O
2. Cc1ccc(NS(=O)(=O)c2cn(C)cn2)cc1
3. O=C(CCNC(=O)c1ccc(Br)cc1)Nc1ccc(S(=O)(=O)N2CCOCC2)cc1
4. O=C(O)CCCN1C(=O)NC2NC(=O)NC21 (configuration not stated)
5. CSc1ccccc1NC(=O)c1cnc2n(c1=O)CCS2
Compound	1	2	3	4	5
DDE Tn6 FP inh	0	3	11	3	-6
PLCg1 inh	-1	1	1	7	-4
ASAP1 GAP inh	7	8	5	-1	2
TDP2 inh	10	-2	5	-5	0
ADAM17 inh	0	0	0	1	1
LEDGF integ inh	-4	-1	3	0	2
Tn7 DDE FP	-2	1	1	1	0
ADAM10 inh	-6	7	0	6	-4
proKLK7 act	-0.5	-0.8	0.2	0.0	-0.5
ARFGAP1 inh	-3	-6	-2	0	-3

6. CCCCOC(=O)Nc1ccc(OC)cc1S(=O)(=O)N1CCOCC1
7. CCOP(=O)(OCC)c1nc(-c2ccccc2Cl)oc1N1CCOCC1
8. O=C(CSc1nc2ccccc2[nH]1)Nc1ccc2c(c1)CCC2
9. CC1CCc2ccccc2N1CC(=O)Nc1cccc(S(=O)(=O)N2CCCC2)c1 (configuration not stated)
10. NNc1ccc(Cc2ccc(Cl)cc2Cl)nn1
Compound	6	7	8	9	10
DDE Tn6 FP inh	-7	6	-7	-3	2
PLCg1 inh	-1	-4	2	5	0
ASAP1 GAP inh	1	9	2	-16	1
TDP2 inh	-5	-1	-10	6	2
ADAM17 inh	-1	-8	-4	-2	-5
LEDGF integ inh	-2	2	0	0	-4
Tn7 DDE FP	1	-3	-2	-7	2
ADAM10 inh	-3	-24	20*	0	-6
proKLK7 act	-0.5	0.2	-0.2	0.8	0.1
ARFGAP1 inh	-2	2	3	4	-5

11. COc1ccc(CNC(=O)CN2CCC(n3nnc4cc(F)ccc43)CC2)cc1
12. O=C(C(=O)N1CCC(CNS(=O)(=O)c2ccc(C(F)(F)F)cc2)CC1)c1cc2ccccc2o1
13. O=C(C(=O)N1CCC(CNC(=O)c2cccnc2Cl)CC1)c1cccs1
14. COc1cc(Cl)c(C)cc1NC(=O)CSc1nnc(CCC(=O)O)c(=O)[nH]1
15. O=C(Nc1cccc(NC(=O)c2cccc(F)c2)n1)c1cccc(F)c1
Compound	11	12	13	14	15
DDE Tn6 FP inh	1	1	0	4	-3
PLCg1 inh	-1	-1	4	1	1
ASAP1 GAP inh	-4	3	1	-5	1
TDP2 inh	-2	-2	5	-2	18
ADAM17 inh	-4	3	1	-6	2
LEDGF integ inh	5	-6	-1	-6	-1
Tn7 DDE FP	-3	0	-9	4	5
ADAM10 inh	-5	7	-3	-6	10
proKLK7 act	0.5	0.0	0.2	-0.4	-0.4
ARFGAP1 inh	0	7	13	-12	-1

16. O=c1[nH][nH]cc1C=Nc1ccccc1Cl
17. O=C(CCC(=O)Nc1ccccc1Cl)NNC(=O)c1ccccc1[N+](=O)[O-]
18. O=C(N/N=C/c1cccnc1)C(=O)N1CCCCCC1
19. c1ccc2cc3[nH]c(CN4CCCCC4)nc3cc2c1
20. CCOc1ccc(/C=N/n2c(C3CCCCC3)n[nH]c2=S)cc1
Compound	16	17	18	19	20
DDE Tn6 FP inh	9	-1	15*	-2	-3
PLCg1 inh	-1	2	-2	-42	5
ASAP1 GAP inh	-17	5	-1	7	3
TDP2 inh	6	14	-8	-5	-4
ADAM17 inh	-2	-2	4	-10	-3
LEDGF integ inh	2	-1	-2	3	5
Tn7 DDE FP	4	-2	7	-13	0
ADAM10 inh	2	2	3	-32	0
proKLK7 act	-0.1	0.2	-0.4	0.5	-0.4
ARFGAP1 inh	-5	-1	-3	5	-1

# Overlap with the part before: 3 compounds, then new ones.
18. O=C(N/N=C/c1cccnc1)C(=O)N1CCCCCC1
19. c1ccc2cc3[nH]c(CN4CCCCC4)nc3cc2c1
20. CCOc1ccc(/C=N/n2c(C3CCCCC3)n[nH]c2=S)cc1
21. O=C(CCCc1ccccc1)c1ccc2c(c1)OCCO2
22. CCOc1ccc(N(CC(=O)Nc2ccc(C)c(Cl)c2)S(C)(=O)=O)cc1
23. Cn1nc(CC(=O)NC2CCCCC2)c2ccccc2c1=O
24. CCCCOc1ccc(OC(=O)Nc2cc(Cl)ccc2OC)cc1
25. OCC1(Cc2ccccc2)CCN(CCCC2CCCC2)CC1
Compound	18	19	20	21	22	23	24	25
DDE Tn6 FP inh	15*	-2	-3	8	-4	3	7	0
PLCg1 inh	-2	-42	5	0	3	7	-2	7
ASAP1 GAP inh	-1	7	3	0	0	-9	-8	-3
TDP2 inh	-8	-5	-4	-10	-5	-8	-3	-22
ADAM17 inh	4	-10	-3	2	2	2	-6	0
LEDGF integ inh	-2	3	5	-5	2	3	0	5
Tn7 DDE FP	7	-13	0	3	3	4	9	0
ADAM10 inh	3	-32	0	1	2	-3	12	8
proKLK7 act	-0.4	0.5	-0.4	0.2	0.5	-0.3	-0.5	0.6
ARFGAP1 inh	-3	5	-1	4	-4	-12	-9	-1

26. COc1ccc(-c2cc3c(=O)n(CC(=O)NCCCN4CCC(Cc5ccccc5)CC4)ncn3n2)cc1
27. COc1ccc(C2/C=C\CN(CC3CC3)CC(=O)N2Cc2ccc(F)cc2)cc1 (configuration not stated)
28. O=C(CCn1c(=O)oc2ccccc21)N1CCN(C(c2ccccc2)c2ccccc2)CC1
29. COc1ccc(C2C(C(=O)Nc3cccc(C)n3)CCC(=O)N2c2ccc(OC)cc2)cc1 (configuration not stated)
30. Cn1c2ccccc2c2nnc(SCC(=O)NCc3ccoc3)nc21
Compound	26	27	28	29	30
DDE Tn6 FP inh	0	0	-6	3	-4
PLCg1 inh	-19	0	9	4	-1
ASAP1 GAP inh	13	2	8	1	2
TDP2 inh	9	1	7	4	6
ADAM17 inh	-9	-2	4	0	-3
LEDGF integ inh	-2	1	1	-3	0
Tn7 DDE FP	9	-7	1	-4	1
ADAM10 inh	-17	0	27*	3	-2
proKLK7 act	-0.9	0.3	0.7	0.1	0.7
ARFGAP1 inh	-8	2	-5	-1	8

31. O=[N+]([O-])c1cc(-c2n(-c3ccccn3)c3ccccc3[n+]2-c2ccccn2)ccc1Cl
32. O=C(CSc1ncnc2c1cnn2-c1ccccc1Cl)N1CCN(C(=O)c2ccco2)CC1
33. CCO[C@@H]1OC(C(=O)NCc2nc3ccccc3[nH]2)=C[C@H](C)[C@H]1CCCO
34. COc1ccccc1N1CCN(C(=O)c2cccc(S(=O)(=O)NCc3cccnc3)c2)CC1
35. CC#CC#Cc1cccc(=O)o1
Compound	31	32	33	34	35
DDE Tn6 FP inh	2	-8	-3	1	-9
PLCg1 inh	2	0	0	-2	-2
ASAP1 GAP inh	-2	4	18	12	8
TDP2 inh	11	-3	-7	-6	9
ADAM17 inh	-2	-2	3	-3	-1
LEDGF integ inh	1	4	-2	3	1
Tn7 DDE FP	-2	2	-9	-11	1
ADAM10 inh	-7	7	5	-6	1
proKLK7 act	0.1	0.3	1.1	0.9	-0.7
ARFGAP1 inh	12	4	8	-16	15

36. O=C(Nc1ccccc1C(=O)Nc1ccccn1)c1cccc([N+](=O)[O-])c1
37. COc1ccc(-n2sc3ccc(F)cc3c2=O)cc1
38. O=C(/C=C/c1ccc2c(c1)OCO2)Nc1nc(-c2ccccc2)cs1
39. CCOC(=O)N1CCN(C(=O)c2ccc(Cn3c(=S)[nH]c4ccc(Br)cc4c3=O)cc2)CC1
40. Clc1ccc(N=C2SCC3CCCCN23)cc1 (configuration not stated)
Compound	36	37	38	39	40
DDE Tn6 FP inh	0	7	-17	-7	5
PLCg1 inh	3	-4	-212	3	3
ASAP1 GAP inh	-7	-7	13	1	4
TDP2 inh	-11	-4	7	-3	-1
ADAM17 inh	0	-1	-16	-4	0
LEDGF integ inh	6	-3	-1	-1	2
Tn7 DDE FP	-3	11	-1	2	0
ADAM10 inh	4	-6	-52	-3	5
proKLK7 act	-0.1	-0.1	-115	1.0	0.4
ARFGAP1 inh	1	0	7	-2	-3

41. Cc1ccc(/C=C2\SC(=S)N(CCC(=O)N3CCCCC3)C2=O)cc1
42. c1ccc(-c2nnc(-c3ccccc3)nn2)cc1
43. COc1cc2c(cc1OC)CN(C1CCC(C)CC1)CC2 (configuration not stated)
44. N#CCC[C@@H]1CC[C@]2(CCCN(C(=O)C3CCCCC3)C2)O1
45. COc1cc2ncnc(NCc3cccc(F)c3F)c2cc1OC
Compound	41	42	43	44	45
DDE Tn6 FP inh	-7	4	2	-1	2
PLCg1 inh	0	0	-2	-4	0
ASAP1 GAP inh	-13	-3	-4	nt	6
TDP2 inh	0	-1	-5	7	-24
ADAM17 inh	-4	0	-5	-4	-9
LEDGF integ inh	-3	2	2	-4	-4
Tn7 DDE FP	-5	5	0	1	-3
ADAM10 inh	-2	1	-3	-7	-4
proKLK7 act	0.7	-0.3	2.2	-0.1	-3.1
ARFGAP1 inh	15	6	5	nt	0

# The list goes on; it opens with the 4 that closed the last part.
42. c1ccc(-c2nnc(-c3ccccc3)nn2)cc1
43. COc1cc2c(cc1OC)CN(C1CCC(C)CC1)CC2 (configuration not stated)
44. N#CCC[C@@H]1CC[C@]2(CCCN(C(=O)C3CCCCC3)C2)O1
45. COc1cc2ncnc(NCc3cccc(F)c3F)c2cc1OC
46. O=C1NNC(c2ccccc2)=N/C1=C\c1ccc(Cl)cc1
47. CCCCn1c(=O)[nH]c(=O)c2c1nc(-c1ccccc1F)n2Cc1ccccc1OC
48. CC(=O)NC(=S)Nc1cccc2ccc(C)nc12
49. Cc1ncoc1C(=O)N1CCc2c([nH]c3ccccc23)C1C(C)(C)C (configuration not stated)
50. Cn1c(N)c(N2CCCCC2)c(=O)n(CC(=O)Nc2ccc(Cl)c(Cl)c2)c1=O
51. CCOC(=O)CSC1=C(C#N)C(c2sccc2C)C(C(C)=O)=C(C)N1 (configuration not stated)
Compound	42	43	44	45	46	47	48	49	50	51
DDE Tn6 FP inh	4	2	-1	2	-2	-1	9	8	7	7
PLCg1 inh	0	-2	-4	0	0	1	0	-2	2	-10
ASAP1 GAP inh	-3	-4	nt	6	2	-1	14	-5	10	-1
TDP2 inh	-1	-5	7	-24	18	-14	-2	-3	-9	7
ADAM17 inh	0	-5	-4	-9	-1	-6	-6	-2	3	-4
LEDGF integ inh	2	2	-4	-4	2	3	3	6	1	-2
Tn7 DDE FP	5	0	1	-3	3	3	0	4	1	-10
ADAM10 inh	1	-3	-7	-4	1	-1	-9	6	6	-6
proKLK7 act	-0.3	2.2	-0.1	-3.1	0.0	-0.7	0.5	1.6	0.1	1.6
ARFGAP1 inh	6	5	nt	0	-4	7	-16	4	11	-1
